Source: PubChem BioAssay (several laboratories)
RPL19A-GFP yeast: RPL19A-GFP expression modulators in yeast, primary screen, cell-based, S. cerevisiae, multiplex flow cytometry, MLPCN; S. cerevisiae RPL19A-GFP strain, 3 h; stronger effect = lower value; percent response vs DMSO, % at 10 µM; 0.3% of 330,000 active;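 active = percent response vs DMSO below 50%; inconclusive = fewer than 70 events counted for the yeast strain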;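 also: median channel GFP fluorescence of the barcoded RPL19A-GFP strain; ratio of sample median GFP to plate DMSO average so 100% = DMSO; lower means less RPL19A-GFP as with rapamycin TOR inhibition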
LAP4 TOR yeast: modulators of LAP4-GFP expression in yeast, primary screen, S. cerevisiae, multiplex flow cytometry, MLPCN library; 3 h; median GFP as percent of DMSO wells; GFP response vs DMSO, % at 10 µM; 0.34% of 320,000 active;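 active = GFP response vs DMSO above a set limit, about the screen mean plus 3 SD, cut at about 150% in these data; inconclusive = under 70 cell events counted for the yeast strain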
AHR act: AHR activators, primary screen, cell-based, luminescence, luciferase reporter, human. Aryl hydrocarbon receptor (Homo sapiens), P35869. AHR-responsive luciferase reporter cells. activation, % at 5 µM. 2.5% of 320,000 active. AID 2796, 2010; in the data active = activation above about 47%;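 also: 0% = vehicle wells and 100% = reference agonist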
proCasp7 act: procaspase-7 activators, primary screen, counter-screen for procaspase-3 activator project, biochemical, absorbance, HTS, human; activation, % at 8.5 µM; Caspase-7 (Homo sapiens), P55210; AID 463210, 2010; recombinant procaspase-7, Ac-DEVD-pNA absorbance 405 nm; D23A/D198A/D206A triple mutant, cannot self-cleave; scale: DMSO 0, 5 µM enzyme 100; 0.093% of 330,000 active;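 active = percent activation above the screen-wide mean plus 3 SD, cut at about 25% in these data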
Target sequence (P55210 whole entry D23A/D198A/D206A): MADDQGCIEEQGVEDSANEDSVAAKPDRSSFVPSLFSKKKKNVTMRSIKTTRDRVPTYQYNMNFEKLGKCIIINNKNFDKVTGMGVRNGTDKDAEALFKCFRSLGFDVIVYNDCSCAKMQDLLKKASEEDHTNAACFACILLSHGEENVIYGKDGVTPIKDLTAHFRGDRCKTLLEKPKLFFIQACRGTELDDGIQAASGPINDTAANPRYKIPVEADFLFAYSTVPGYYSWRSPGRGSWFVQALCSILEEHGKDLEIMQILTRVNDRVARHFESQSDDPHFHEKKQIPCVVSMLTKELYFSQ
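signal = Epi-absorbance of released pNA at 405 nm, two timepoints | assay system = Uncleavable procaspase-7 mutant enzyme | reagent = Ac-DEVD-pNA substrate, 400 µM as added | times = 1 h enzyme–compound preincubation and 2 h substrate reaction, both 25 °C | benchmarks = low DMSO alone, high DMSO plus 5 µM PC-7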
CIT2 TOR yeast: modulators of CIT2-GFP expression in yeast, primary screen, S. cerevisiae, GFP fusion, multiplex flow cytometry, MLPCN library | AID 2029, 2009 | GFP response vs DMSO, % at 10 µM | 0.065% of 320,000 active | S. cerevisiae CIT2-GFP strain, 3 h; 100 means same as DMSO wells;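 active = GFP response relative to DMSO above a set limit, near the screen mean plus 3 SD, cut at about 150% in these data; inconclusive = Fewer than 70 cells measured for a yeast strain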;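 also: ratio of well median GFP fluorescence to mean of DMSO wells on the plate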
AGP1-GFP MLPCN: modulators of AGP1-GFP expression in yeast TOR pathway, primary screen, cell-based, multiplex flow cytometry, S. cerevisiae, MLPCN library; GFP response vs DMSO, % at 10 µM; 3 h; GFP as percent of DMSO wells; AID 2066, 2009; 0.02% of 320,000 active;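 active = GFP response relative to DMSO above a set limit, near screen average plus 3 SD, cut at about 150% in these data; inconclusive = fewer than 70 cells counted for the yeast strain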;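 also: median GFP channel fluorescence of the gated AGP1 strain per well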
MEP2-GFP yeast: modulators of MEP2-GFP levels in yeast, primary screen, S. cerevisiae, multiplex flow cytometry, MLPCN library; GFP response vs DMSO, % at 10 µM; S. cerevisiae MEP2-GFP strain, 3 h; 100% = DMSO control level; 0.51% of 330,000 active;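 active = GFP response versus DMSO above a set limit, roughly screen mean plus 3 SD, cut at about 180% in these data; inconclusive = fewer than 70 cells counted for a yeast strain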;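 also: median GFP fluorescence of the barcode-gated MEP2-GFP cells per well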
proCasp3 act: activators of human procaspase-3 D3A mutant, primary screen, biochemical, absorbance, PC-3 D3A mutant, single concentration. 0.11% of 330,000 active. recombinant procaspase-3 D3A, Ac-DEVD-pNA absorbance 405 nm. Caspase-3 (Homo sapiens), P42574. AID 463141, 2010. activation, % at 8.5 µM;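 active = activation above the mean of all tested compounds plus 3 SD, cut at about 21% in these data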;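 also: 0% = DMSO alone and 100% = DMSO wells spiked with extra 5 µM PC-3 D3A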
Target sequence (P42574 whole entry D9A/D28A/D175A): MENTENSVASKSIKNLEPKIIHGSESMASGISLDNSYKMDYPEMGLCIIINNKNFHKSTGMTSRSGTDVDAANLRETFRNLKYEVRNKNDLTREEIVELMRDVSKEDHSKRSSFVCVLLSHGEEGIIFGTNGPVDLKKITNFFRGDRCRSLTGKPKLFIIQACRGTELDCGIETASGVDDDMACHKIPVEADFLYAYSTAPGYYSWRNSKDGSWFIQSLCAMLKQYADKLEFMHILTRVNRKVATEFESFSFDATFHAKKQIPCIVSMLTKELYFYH
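Evaluation: percent activation relative to control range; Material: Procaspase-3 D3A mutant, all three cleavage aspartates alanine; Compound: single dose, 8.5 µM nominal compound, 0.8% DMSO; Replication: one well per compound; Signal: absorbance at 405 nm, 0 and 120 min; Schedule: 1 h preincubation plus 2 h reaction at 25 °C.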
An asterisk follows results filed as active; u = inconclusive; x = not tested or not shown; [ ] = dose if it differs, or a comment.

SMILES	RPL19A-GFP yeast	LAP4 TOR yeast	AHR act	proCasp7 act	CIT2 TOR yeast	AGP1-GFP MLPCN	MEP2-GFP yeast	proCasp3 act
CCCn1c(OC)nc2c1c(=O)n(C)c(=O)n2C	97.7	101.9	0.7	3.6	95.3	97.8	95.8	-8.3
O=c1ccsn1Cc1ccccc1	94.9	134.6	4.5	-25.5	107.6	95.7	94.5	-23.9
CCOC(=O)CSc1nnc(Cc2ccc(OC)cc2)n1-c1ccccc1	99.4	100.2	0.1	0.1	100.3	99.9	101.5	-5.6
CC(=O)CSc1nnc(Cc2ccc3c(c2)OCO3)o1	99.2	93.4	3.2	3.2	99.9	103.4	103.9	11.5
O=C(COc1cccnc1[N+](=O)[O-])N1CCN(C(=O)c2ccco2)CC1	95.2	100.2	0.7	7.8	96.9	98.5	100.4	-4.3
CCOC(=O)CSc1nc(C)c(C(C)=O)cc1C#N	102.7	107.0	8.3	-8.7	108.2	108.3	105.1	-2.9
CC(Nc1ccc(Cl)cc1)c1cc(Cl)ccc1O (configuration not stated)	94.9	147.6	5.4	-5.9	83.9	95.2	95.3	3.6
O=c1c2oc3ccccc3c2ncn1Cc1ccccc1Cl	98.8	107.0	-4.3	3.6	93.6	103.8	99.9	-0.3
COc1ccc(-c2nnc(SC(C(=O)c3c[nH]c4ccccc34)c3ccccc3)n2N)cc1OC (configuration not stated)	101.5	85.4	14.4	-0.3	95.8	96.4	91.7	-1.0
COc1ccccc1NC(=O)C1(c2ccccc2)CCCC1	106.9	101.5	2.8	4.6	110.9	104.3	108.1	5.6
Cc1nc2ncnn2c(C)c1Cc1cccc(C(F)(F)F)c1	106.7	95.0	-2.2	3.4	100.9	97.1	99.5	3.5
COc1cc2c(cc1NC(=O)CN(C)Cc1ccc(OC)c(OC)c1)oc1ccccc12	102.7	82.8	34.1	2.1	104.4	98.6	103.3	4.1
CCc1cc(=O)oc2c(CNCc3ccccc3F)c(O)c(Cl)cc12	66.2[may fluoresce violet]	87.7[may fluoresce violet]	1.8	6.0	u	u	228.6*[may fluoresce violet]	-0.2
Cc1cccc(NC(=O)CN2C(=O)N/C(=C/c3cc(C)n(-c4ccncc4)c3C)C2=O)c1	99.8	96.7	11.1	-8.7	94.9	92.5	102.4	1.8
Cc1cccc(C(=O)OC(C)C(=O)Nc2ccc(S(=O)(=O)N3CCCC3)cc2)c1O (configuration not stated)	101.1	107.7	1.4	-0.2	96.5	108.7	105.0	9.0
CCCCNC(=O)CCSc1nc2nc(C)cc(C)n2n1	98.4	109.0	-1.9	-7.0	97.0	103.1	97.7	0.2
COc1ccc(NC(=O)c2ccc(OC)cc2)cc1	99.3	99.0	-11.8	0.6	x	99.2	100.5	1.7
Cc1ccc(C(C(=O)NC2CCCCC2)N(C(=O)c2csnn2)C2CC2)cc1 (configuration not stated)	92.7	91.2	-0.6	-3.0	94.6	96.2	96.5	7.9
COc1ccccc1OC(C)C(=O)NNC(=S)NC1CCCC1 (configuration not stated)	96.2	92.5	3.7	10.8	98.6	100.2	95.7	2.8
O=C(Nc1nnc(Cc2ccccc2)s1)c1cccnc1	103.8	104.5	4.6	-3.1	110.2	109.1	103.7	1.6
Cn1nnc2cc(C(=O)Nc3ccc(Cl)cc3)ccc21	104.0	95.6	0.0	13.1	99.1	103.3	99.4	9.8
Nc1c2c(nc3ccc(Br)cc13)N(C1CCCCC1)CC2	91.0	97.0	52.2*	7.5	94.2	95.5	100.6	3.2
O=C(Nc1ccc(F)cc1)C1CCCN(S(=O)(=O)c2ccc(-n3cnnn3)cc2)C1 (configuration not stated)	101.2	97.3	1.2	2.7	107.7	102.3	105.5	1.0
O=C1CC(c2ccco2)Cc2c1cnn2-c1nc2ccccc2s1 (configuration not stated)	103.3	87.3	16.3	-6.5	113.8	95.1	105.2	8.3
CC1(C(=O)O)CCC(C(N)=O)C1(C)C (configuration not stated)	107.1	103.9	-0.7	-7.4	110.9	95.8	101.2	6.6
CC(C)Cn1cnc2c1c(=O)n(CC(=O)O)c(=O)n2Cc1ccccc1	105.6	107.4	-0.8	15.8	112.0	97.3	116.1	4.6
CCn1c(COc2cccc(OC)c2)nnc1SCC(=O)NCC1CCCO1 (configuration not stated)	103.6	94.5	2.8	-4.4	94.3	97.6	100.3	2.0
COc1ccc(-c2csc3ncn(CC(=O)N4CCOCC4)c(=O)c23)cc1	100.3	101.6	4.5	5.4	101.8	104.7	107.7	1.8
CCN(CC)c1ccc(N2C(=NC(=O)C3CCCO3)SC3CS(=O)(=O)CC32)cc1 (configuration not stated)	101.9	99.1	-1.8	7.5	104.3	104.7	105.1	8.0
Cc1ccc(CNC(=O)CN(C(=O)C2(C)CC(=O)N=C3C=CC=CN32)c2ccccc2F)cc1 (configuration not stated)	104.3	100.3	-1.4	4.0	100.0	103.7	105.6	8.3

Structures above with a furan ring, fused or not:
SMILES	RPL19A-GFP yeast	LAP4 TOR yeast	AHR act	proCasp7 act	CIT2 TOR yeast	AGP1-GFP MLPCN	MEP2-GFP yeast	proCasp3 act
O=C(COc1cccnc1[N+](=O)[O-])N1CCN(C(=O)c2ccco2)CC1	95.2	100.2	0.7	7.8	96.9	98.5	100.4	-4.3
O=c1c2oc3ccccc3c2ncn1Cc1ccccc1Cl	98.8	107.0	-4.3	3.6	93.6	103.8	99.9	-0.3
COc1cc2c(cc1NC(=O)CN(C)Cc1ccc(OC)c(OC)c1)oc1ccccc12	102.7	82.8	34.1	2.1	104.4	98.6	103.3	4.1
O=C1CC(c2ccco2)Cc2c1cnn2-c1nc2ccccc2s1 (configuration not stated)	103.3	87.3	16.3	-6.5	113.8	95.1	105.2	8.3

Additional structures:
SMILES	RPL19A-GFP yeast	LAP4 TOR yeast	AHR act	proCasp7 act	CIT2 TOR yeast	AGP1-GFP MLPCN	MEP2-GFP yeast	proCasp3 act
CCc1cc2c(cc3c(=O)n(CC(=O)N4CCN(C)CC4)ncn32)s1	94.1	97.3	1.1	3.5	97.8	99.5	91.7	3.5
COc1ccc(CN(C(=S)Nc2ccccc2)C2CC(=O)N(c3ccc(Cl)cc3)C2=O)cc1 (configuration not stated)	90.1	96.8	0.0	-2.1	88.5	95.2	93.8	2.0
O=C(c1ccccc1)c1ccc(Oc2ccc(C(=O)O)c(C(=O)O)c2)cc1	105.3	96.1	-2.4	-9.7	98.6	101.8	107.4	-8.5
C=CCNc1nc(NCC)nc(N2CCOCC2)n1	99.3	98.4	22.6	-1.4	100.8	94.3	99.2	-0.6
CN(C)C(=O)c1ccc(N/C=C(\C=O)c2nc3ccccc3o2)cc1	93.0	88.6	29.0	3.9	91.5	91.4	96.0	3.0
CN(C)S(=O)(=O)c1ccc(NC(=O)Cn2ccsc2=N)cc1	105.8	104.5	0.9	4.9	109.1	107.9	108.5	4.5
CS(=O)(=O)Nc1ccccc1C(=O)NC1CC2CCC1C2 (configuration not stated)	95.3	99.8	0.7	0.0	90.1	94.1	94.5	-1.4
Cc1c(-n2c(SCC(N)=O)nc3ccccc3c2=O)c(=O)n(-c2ccccc2)n1C	97.4	97.6	-0.7	5.0	103.1	108.1	101.9	2.9
Cc1ccc(C(=O)Nc2ccc3c(c2)C(=O)NC3=O)cc1	99.8	105.3	-3.3	3.5	98.7	102.0	106.2	8.8
Cn1c(=O)c(=O)n(C)c2cc(S(=O)(=O)CCC(=O)N3CCCCC3)ccc21	105.6	111.9	-1.8	8.2	117.6	109.1	99.2	0.6
O=C(CSc1ccc(Br)cc1)Nc1ccccc1N1CCOCC1	100.1	76.2	-0.4	3.7	x	95.9	92.5	-5.6
Cc1ccc2[nH]c(=O)c(CC(=O)O)c(-c3ccccc3)c2c1	103.5	93.1	0.4	3.0	100.5	28.0	99.1	2.9
CCn1cc(C(=O)NCCc2ccccc2)c(=O)c2cc(F)c(N3CCN(C)CC3)cc21	100.8	103.5	18.1	3.4	112.2	107.7	102.1	1.8
COc1ccc(C(OC(=O)c2c(C)noc2C)C(=O)NC2CCCC2)cc1 (configuration not stated)	104.4	102.0	3.7	12.7	104.6	102.5	101.4	3.2
COc1ccc(-c2noc(CN(C)C(=O)c3ccc4c(c3)OCO4)n2)cc1	102.9	99.2	1.3	4.9	102.9	101.0	104.5	6.4
CCO[C@@H]1OC(C(=O)Nc2ccccc2)=C[C@H](c2ccccc2)[C@H]1CCCO	97.1	136.1	1.3	7.2	114.0	91.8	97.9	9.3
C[C@@H]1CN([C@H](C)CO)C(=O)c2cc(NC(=O)Cc3cn(C)c4ccccc34)ccc2O[C@H]1CN(C)C(=O)Nc1ccc2c(c1)OCO2	87.4	94.8	18.7	-9.1	90.0	93.1	91.9	-3.1
CCN(CC)c1ccc(S(=O)(=O)N2CCOCC2)cc1NC(=O)Nc1ccccc1	103.1	98.9	0.9	4.0	109.0	104.5	99.8	-7.2
Cc1nn(-c2ccccc2)c2sc(C(=O)NC3CC3)cc12	99.2	97.5	84.4*	-1.8	93.9	92.3	94.4	-3.9
Nc1c(Cl)ncnc1N/N=C/c1ccccn1	96.6	141.3	9.5	-11.2	97.3	95.5	103.5	-5.0
N/C(=N\OC(=O)/C=C/c1ccccc1)c1ccncc1	94.2	95.3	6.1	2.0	101.0	95.3	101.7	2.9
O=S(=O)(Nc1ccc(N2CCOCC2)cc1)c1c(F)cc(F)cc1Br	100.5	101.8	1.2	3.9	108.2	108.0	99.6	7.5
CSc1ccccc1C(=O)Nc1ccccc1C(=O)NC(C)C	96.9	103.3	31.0	0.6	93.3	91.6	94.5	-6.9
O=C(N/N=C/C(Br)=C/c1ccccc1)c1cc(-c2ccco2)[nH]n1	101.8	112.3	9.0	-7.5	97.6	102.7	100.5	0.2
NC(=S)NN=C(c1ccccc1)c1ccccc1	101.5	92.3	-0.6	-1.2	100.2	96.4	103.0	-6.0
CC(C)c1cc(C(=O)N2CCCC(CCC(=O)NCc3ccccc3F)C2)n(C)n1 (configuration not stated)	99.5	101.1	0.3	8.9	96.0	107.3	98.2	6.7
CCC(C)Sc1nc(C)nc2c1c(=O)n(C)c(=O)n2C (configuration not stated)	95.8	105.9	54.0*	1.1	98.2	110.2	100.5	4.2
Cc1cc(C(=O)OCC(=O)Nc2cc(S(=O)(=O)N3CCOCC3)ccc2Cl)c(C)o1	93.3	98.4	4.8	-5.3	94.2	103.6	100.2	-2.5
CCOC(=O)N1CCC(NC(=O)c2cnn3ccccc23)CC1	100.4	88.4	-2.2	3.7	102.1	102.3	100.2	0.9

Outcome played no part in choosing rows. About 3.5% of those tested had a hit in this group.
